# High-throughput results from PubChem BioAssay.
# hiPSC survival = hiPSC single-cell survival enhancement; ATPlite luminescence; 100% = ROCK inhibitor wells, 0% = DMSO; survival enhancement, % at 20 µM; 0.044% of 360,000 active; in the data active = survival enhancement above about 18%;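 also: cells exposed to compounds for 16 hours before the ATP read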
# N-glyco inh = blocks N-linked glycosylation in D54 reporter cells; D54 ERlucT glycosylation luciferase reporter, 24 h; percent of 100 nM tunicamycin response; reporter increase, % at 12.5 µM; 0.23% of 360,000 active; AID 588692;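 active = mean luciferase reporter signal, scaled so untreated is 0 and the glycosylation-blocking control 100, at or above a set limit in every replicate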;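 also: luciferase carries N-glycosylation sites so blocking glycosylation raises the light; 0% = median of neutral control wells and 100% = median of 100 nM tunicamycin wells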
# ABHD5 PLIN5 PPI = ABHD5-PLIN5 protein interaction inhibition; Q00G26+Q8WTS1; Split G. princeps luciferase complementation, luminescence, 4 h; inhibition, % at 4 µM; 0.78% of 360,000 active; AID 602281;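 active = inhibition above the mean inhibition across every tested compound plus 3 SD, cut at about 22% in these data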;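 also: 0% = DMSO only wells and the 100% control is not disclosed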
# aDG glyco act = increases alpha dystroglycan glycosylation; AID 624168; Pro5-aDG cells, alpha-DG glycosylation AlphaScreen (IIH6); 0% Pro5, 100% B10-LARGE cell signal; activation, % at 10 µM; 0.22% of 360,000 active;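 active = activation of at least 8% versus controls, or a plate z-score of at least 8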;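 also: Pro5 are CHO cells carrying HIG-tagged alpha-DG that lacks glycosylation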
# MC4R antag cAMP = antagonists of human melanocortin 4 receptor (MC4R); AID 540295; inhibition, % at 6.5 µM; MC4R-expressing cells, MTII-stimulated cAMP, LANCE TR-FRET; 0.48% of 360,000 active;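 active = inhibition above its plate's cutoff, the mean of tested wells on that plate plus 3 SD, cut at about 29% in these data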;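 also: 0% = Melanotan II alone and 100% = Melanotan II plus saturating MCL0020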
# Target sequence (P32245 whole entry, looked up): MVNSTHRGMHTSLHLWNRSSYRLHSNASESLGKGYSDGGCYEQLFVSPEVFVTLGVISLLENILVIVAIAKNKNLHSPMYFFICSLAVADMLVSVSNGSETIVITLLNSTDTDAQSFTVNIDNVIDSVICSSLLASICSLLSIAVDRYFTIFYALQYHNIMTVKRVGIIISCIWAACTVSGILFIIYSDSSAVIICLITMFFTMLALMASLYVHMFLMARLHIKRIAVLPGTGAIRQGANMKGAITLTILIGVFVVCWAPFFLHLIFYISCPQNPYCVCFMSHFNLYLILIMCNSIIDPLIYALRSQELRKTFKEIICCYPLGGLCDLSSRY
#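 Material: human MC4R-expressing U2OS cells. Probe or stimulus: Melanotan II challenge. Dosing: 6.5 µM single dose. Times: 30-min compound, 1-h challenge, 1-h detection, room temperature. Technique: TR-FRET with Eu-cAMP and labeled anti-cAMP, 671 nm. Replication: singlicate.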
# Exocytosis inh = blocks lytic granule exocytosis | TALL-104 LAMP-1 surface exposure, flow cytometry; cells stimulated with thapsigargin and PMA | inhibition, % at 10 µM | 0.66% of 360,000 active;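 active = inhibition above about 55%, limit read from the data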
# m5-HT2A agonist = activates the mouse 5-HT2A serotonin receptor | P35363 | CHO-K1 mHTR2A beta-arrestin complementation, luminescence; percent of 30 µM serotonin response | activation, % at 7.6 µM | 0.66% of 360,000 active;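 active = activation above a run cutoff, the mean activation of all tested compounds plus 3 SD, cut at about 14% in these data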;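 also: 0% = plate median of compound wells and 100% = 30 µM serotonin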
# Target sequence (P35363 whole entry, looked up): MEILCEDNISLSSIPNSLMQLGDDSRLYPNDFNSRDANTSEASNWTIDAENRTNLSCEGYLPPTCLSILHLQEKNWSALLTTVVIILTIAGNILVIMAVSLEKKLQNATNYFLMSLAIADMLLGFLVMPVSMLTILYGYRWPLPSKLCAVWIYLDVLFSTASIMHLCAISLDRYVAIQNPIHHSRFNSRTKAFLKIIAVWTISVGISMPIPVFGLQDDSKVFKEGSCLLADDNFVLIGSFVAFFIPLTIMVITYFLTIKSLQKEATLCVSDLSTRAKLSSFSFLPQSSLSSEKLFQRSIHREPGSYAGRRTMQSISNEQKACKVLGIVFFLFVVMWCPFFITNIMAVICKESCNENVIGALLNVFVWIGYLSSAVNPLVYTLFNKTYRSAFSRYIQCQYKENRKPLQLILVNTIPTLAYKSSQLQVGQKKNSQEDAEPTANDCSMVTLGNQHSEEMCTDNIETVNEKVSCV
# MC4R barr agon = agonists of human melanocortin 4 receptor (MC4R) beta-arrestin | U2OS MC4R beta-arrestin complementation, luminescence; percent of melanotan II response, DMSO zero | 0.98% of 360,000 active | P32245 | activation, % at 8.9 µM;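 active = activation above a per-plate cutoff, the mean activation of sample wells on that plate plus 3 SD, cut at about 8% in these data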
# H9c2 protect = myocardial damage modulation in H9c2 cells. protection from H2O2 cell death, % at 20 µM. AID 588492. 0.63% of 360,000 active. H9c2 cardiomyocytes, H2O2 injury protection, ATPLite, 2 h;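 active = compounds giving at least 50% protection of heart cells from peroxide-induced death in the single-dose screen, raw or plate-pattern-corrected value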;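 also: 0% = DMSO wells with peroxide and 100% = DMSO wells without peroxide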
# ABCB6 inh 2 = inhibitors of human ABC transporter ABCB6; AID 602162; K562-ABCB6 porphyrin accumulation, flow cytometry, 1 h; hits give low values; fluorescence ratio to DMSO, % at 10 µM; Q9NP58; 0.19% of 360,000 active;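 active = fluorescence ratio to DMSO below 75%, the collection mean minus 3 SD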;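 also: signal is porphyrin accumulated inside mitochondria; 100% equals median channel fluorescence of DMSO control wells; lower ratio means ABCB6 inhibition with less porphyrin fluorescence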
# Active calls of the source: *; nt = not tested or not shown. Not a hit list, and some 4.5% of all compounds hit somewhere here.
entry	mol	hiPSC survival	N-glyco inh	ABHD5 PLIN5 PPI	aDG glyco act	MC4R antag cAMP
1	CC1CCCCN1C(=O)c1ccc(C(=O)N2CCCCC2C)cc1 (stereo unspecified)	-1.1	0	-6	-0.2	0
2	Cc1nc(C)n(C(C)CNS(=O)(=O)c2ccc(C)c(C)c2)n1 (stereo unspecified)	1.8	1	0	0.1	5
3	CN(Cc1ccc(Cl)c(Cl)c1)C(C(=O)NCc1ccccc1)c1ccco1 (stereo unspecified)	nt	nt	-1	0.2	nt
4	CCOC(=O)C1CCCN(c2c(NCCCN3CCCC(C)C3)c(=O)c2=O)C1 (stereo unspecified)	0.7	-2	11	-0.2	-6
5	Cc1[nH]nc2c1C(c1cccs1)C1=C(CCCC1=O)N2 (stereo unspecified)	-0.7	6	3	0.0	7
6	Cc1cnc(C(=O)OCc2nc3ccsc3c(=O)[nH]2)cn1	1.2	2	17	0.1	-2
7	Cc1ccc(NC2=NCC(=O)N2C2CCCC2)cc1	-0.4	2	1	-0.2	-5
8	Cc1ccc2oc(=O)c3cnn(CC(=O)NCCN(C)C)c3c2c1	0.7	4	-3	1.9	3

entry	Exocytosis inh	m5-HT2A agonist	MC4R barr agon	H9c2 protect	ABCB6 inh 2
1	-3	0	-1.6	-12	103
2	-12	0	0.0	-8	94
3	2	-5	nt	nt	nt
4	-1	1	0.0	2	88
5	-7	0	-0.5	6	99
6	6	-9	-1.6	17	97
7	-1	-2	-0.4	3	88
8	0	8	-0.1	14	89

# Sorted by the number under MC4R antag cAMP (falling): 4 of the compounds above
cpd	mol	MC4R antag cAMP
2	Cc1nc(C)n(C(C)CNS(=O)(=O)c2ccc(C)c(C)c2)n1 (stereo unspecified)	5
8	Cc1ccc2oc(=O)c3cnn(CC(=O)NCCN(C)C)c3c2c1	3
6	Cc1cnc(C(=O)OCc2nc3ccsc3c(=O)[nH]2)cn1	-2
7	Cc1ccc(NC2=NCC(=O)N2C2CCCC2)cc1	-5

# Remaining list, next part:
entry	mol	hiPSC survival	N-glyco inh	ABHD5 PLIN5 PPI	aDG glyco act	MC4R antag cAMP
9	O=C(Oc1ccc2c(c1)C(=O)c1ccccc1CO2)c1ccccc1	-0.8	0	-4	0.2	-2
10	CCc1ccccc1NC(=O)CSc1nnc(CNC(=O)c2ccco2)n1C	0.1	3	1	0.0	12
11	O=C(Nc1ccccc1-c1nnn(CC(=O)N2CCc3ccccc3C2)n1)C1CCC1	-0.4	2	-3	0.0	-3
12	CCOC(=O)c1oc2c(CN3CCN(CCO)CC3)c(O)c(CC)cc2c(=O)c1-c1nc2ccccc2s1	2.4	1	2	-0.2	-3
13	COc1cc(CN2CCN(c3ccccc3F)CC2)c([N+](=O)[O-])cc1OC	3.7	-3	0	0.0	1
14	O=C(CSc1nc(C2CC2)nc2sc3c(c12)CCCC3)NCc1ccco1	-1.0	0	7	0.1	-3
15	COc1ccc(-c2ccc(CN3C(C(C)C)C(=O)N(Cc4cn(CCC5OCCCO5)nn4)CCS3(=O)=O)cc2)cc1OC (stereo unspecified)	4.4	2	3	0.1	-3
16	Cc1ccc(CN=c2c([N+](=O)[O-])nn(-c3ccc4c(c3)OCCO4)n2O)cc1	-0.2	2	3	0.3	14

entry	Exocytosis inh	m5-HT2A agonist	MC4R barr agon	H9c2 protect	ABCB6 inh 2
9	-2	-5	-2.0	-6	101
10	-28	-7	-2.6	1	99
11	3	0	3.0	3	104
12	2	4	-1.0	2	97
13	1	-2	0.7	0	95
14	0	0	-1.4	-7	107
15	-3	0	0.2	5	99
16	3	1	-1.1	-3	96

# Remaining list, next part
entry	mol	hiPSC survival	N-glyco inh	ABHD5 PLIN5 PPI	aDG glyco act	MC4R antag cAMP
17	CCOc1ccc(Nc2nc(Cc3nnc(SCC(=O)c4ccc(C)cc4)o3)cs2)cc1	-1.3	-5	-6	1.2	0
18	CC(C)(C)c1ccc2c(c1)OC(C(=O)N/N=C/c1ccc([N+](=O)[O-])o1)CO2 (stereo unspecified)	1.1	4	-3	0.5	4
19	Clc1ccc2nc(CSc3nncn3-c3ccccc3)cn2c1	-2.3	1	-5	-0.2	7
20	CCOc1ccc(NC(=O)CSc2nnc(-c3cc(C)[nH]n3)n2N)cc1	0.8	-1	-5	-0.2	-4
21	CC1CCN(S(=O)(=O)c2ccc3c(c2)c(=O)c(C(=O)NCc2cccs2)cn3C)CC1	-0.1	-1	-3	-0.2	6
22	COc1ccccc1N1CCN(C(=O)CCCNC(=O)Cn2cnc3sc(C)c(C)c3c2=O)CC1	0.5	-3	7	0.1	33*
23	COCCNS(=O)(=O)c1ccc2c(c1)C(=NO)c1cc(S(=O)(=O)NCCOC)ccc1-2	0.9	-2	9	-0.2	1
24	COc1ccc(Cl)cc1C(=O)NNC(=O)c1cccc([N+](=O)[O-])c1	-0.7	4	2	3.3*	3

entry	Exocytosis inh	m5-HT2A agonist	MC4R barr agon	H9c2 protect	ABCB6 inh 2
17	3	1	0.3	-13	88
18	21	0	7.5	-10	98
19	3	1	-3.6	-2	95
20	3	-2	-2.7	1	97
21	3	3	-1.3	0	100
22	8	7	1.3	4	104
23	11	-3	1.5	-3	98
24	0	2	-0.5	4	99

# Later entries
entry	mol	hiPSC survival	N-glyco inh	ABHD5 PLIN5 PPI	aDG glyco act	MC4R antag cAMP
25	COc1ccc(-c2nc3c(c(=O)c4ccccc4n3C)c(=O)n2Cc2ccccc2)cc1	4.8	-1	0	-0.2	9
26	O=C(CCCn1c(=S)[nH]c2ccc(Br)cc2c1=O)N1CCN(c2ccccn2)CC1	4.5	2	-3	-0.1	-2
27	CN(Cc1c(F)cccc1Cl)C(=O)c1ccc2ccccc2n1	0.2	-1	2	-0.1	15
28	O=C(Nc1nc(-c2ccc(-c3ccccc3)cc2)cs1)c1cc([N+](=O)[O-])ccc1N1CCOCC1	-0.3	-1	-2	0.2	-4
29	O=C(CSc1nnc(COc2ccccc2)n1Cc1ccco1)NCc1ccco1	-0.6	-2	37*	0.0	-6
30	Cc1nnsc1C(=O)Nc1ccccc1Cl	1.6	3	-5	-0.3	6
31	O=C(O)c1ccccc1-c1ccccc1C(=O)Nc1ccc2c(c1)C(O)c1ccccc1-2 (stereo unspecified)	2.2	2	4	0.0	-7
32	Cc1ccc(C)c(NC(=O)CCC(=O)NNC(=O)C(c2ccccc2)c2ccccc2)c1	-1.6	-1	12	0.0	-3

entry	Exocytosis inh	m5-HT2A agonist	MC4R barr agon	H9c2 protect	ABCB6 inh 2
25	2	2	0.4	5	95
26	0	2	1.9	12	92
27	-1	1	1.1	-1	97
28	2	2	-3.8	10	102
29	2	0	-0.7	-1	102
30	-2	-2	0.4	8	93
31	7	-4	-1.7	-4	103
32	0	8	0.2	-2	101

# Next structures
entry	mol	hiPSC survival	N-glyco inh	ABHD5 PLIN5 PPI	aDG glyco act	MC4R antag cAMP
33	CCC(C)c1ccc(NC(=S)NC2CCN(Cc3ccccc3)CC2)cc1 (stereo unspecified)	-3.7	-7	2	1.0	13
34	N#CC1=C(N)C(C#N)(C#N)C2(C(=O)Nc3ccccc32)C2CCCC=C12 (stereo unspecified)	0.5	4	-11	-0.1	6
35	CCc1nc2c(OCC(=O)c3ccc(F)cc3)cccn2c1N(C)C(=O)COc1ccccc1	0.0	0	0	-0.1	6
36	O=C(c1ccccc1)N1CCN(c2nc3ccc([N+](=O)[O-])cc3s2)CC1	-1.4	-3	-5	3.6	14
37	C/C(=N\NC(=O)c1ccccc1C)c1ccc(N2CCOCC2)cc1	-2.1	-1	-4	-0.2	-4
38	O=C(Nc1ccc2c3c(cccc13)CC2)c1ccco1	0.3	-2	9	0.0	-1
39	CC(C)=NNc1nc(-c2ccc([N+](=O)[O-])cc2)cs1	-1.0	0	-12	0.1	-2
40	O=C(N/N=C/c1ccc(N2CCOCC2)cc1)c1ccncc1	-0.3	-1	1	-0.2	5

entry	Exocytosis inh	m5-HT2A agonist	MC4R barr agon	H9c2 protect	ABCB6 inh 2
33	11	-6	15*	-18	92
34	0	4	-0.9	-6	98
35	1	3	2.3	8	98
36	5	-7	-4.0	-24	89
37	-4	-5	-1.2	3	91
38	-4	12	1.1	-5	151
39	1	-1	-2.2	-10	97
40	-1	-2	-2.3	10	111

# Continued.
entry	mol	hiPSC survival	N-glyco inh	ABHD5 PLIN5 PPI	aDG glyco act	MC4R antag cAMP
41	CC(=O)NC(CC(=O)N1CCCC1)c1ccccc1 (stereo unspecified)	0.1	0	0	-0.2	5
42	O=C(COC(=O)c1ccccc1C(=O)OCC(=O)NCCc1c[nH]c2ccccc12)NCCc1c[nH]c2ccccc12	1.5	-2	-4	0.0	14
43	CCOc1ccc(CN(C)Cc2cc(=O)oc3c(C)c(C)ccc23)cc1OC	1.3	-2	-1	2.1	11
44	O=C(Nc1nc(-c2ccco2)c(-c2ccco2)s1)C1CC(=O)N(c2ccc3c(c2)OCCO3)C1 (stereo unspecified)	0.7	3	33*	0.3	5
45	Cc1noc(C)c1COc1ccc(C(=O)OCC(=O)N2CC3(C)CC2CC(C)(C)C3)cc1 (stereo unspecified)	-4.2	0	-4	0.8	18
46	O=C(C1CCCN(S(=O)(=O)c2cccc3nonc23)C1)N1CCN(c2cccc(Cl)c2)CC1 (stereo unspecified)	0.2	-5	-2	0.1	9
47	Cc1ccccc1N1CCN(CC(=O)Nc2ccccc2C(=O)NC2CC2)CC1	-0.4	-6	-3	0.0	-9
48	CC(C)(C)C1CCC(OC(=O)CCC(=O)Nc2ccccc2)CC1 (stereo unspecified)	0.7	-1	-4	0.1	3
49	CCN(CCCn1c(=S)[nH]c2ccc(N3CCOCC3)cc2c1=O)c1ccccc1	0.7	-4	-5	0.1	5
50	Cc1ccc(S(=O)(=O)NNC(=O)c2ccccc2O)cc1	0.2	2	-4	-0.2	-2
51	COc1ccc(NC(=O)CSc2ccc(C)cc2)cc1	-1.0	-1	1	-0.3	10

entry	Exocytosis inh	m5-HT2A agonist	MC4R barr agon	H9c2 protect	ABCB6 inh 2
41	-2	1	-1.0	12	95
42	27	0	0.7	62*	92
43	4	-5	-1.1	-26	93
44	1	0	-0.3	9	102
45	2	3	2.0	-17	94
46	2	3	0.1	-1	100
47	0	-1	-4.8	3	98
48	10	6	0.6	-1	103
49	-1	-3	8.1	7	99
50	-2	13	-0.5	7	97
51	-4	-3	-1.1	-4	103

# Among those listed so far, four contain two or more sulfur atoms.
entry	mol	hiPSC survival	N-glyco inh	ABHD5 PLIN5 PPI	aDG glyco act	MC4R antag cAMP
14	O=C(CSc1nc(C2CC2)nc2sc3c(c12)CCCC3)NCc1ccco1	-1.0	0	7	0.1	-3
17	CCOc1ccc(Nc2nc(Cc3nnc(SCC(=O)c4ccc(C)cc4)o3)cs2)cc1	-1.3	-5	-6	1.2	0
21	CC1CCN(S(=O)(=O)c2ccc3c(c2)c(=O)c(C(=O)NCc2cccs2)cn3C)CC1	-0.1	-1	-3	-0.2	6
23	COCCNS(=O)(=O)c1ccc2c(c1)C(=NO)c1cc(S(=O)(=O)NCCOC)ccc1-2	0.9	-2	9	-0.2	1

entry	Exocytosis inh	m5-HT2A agonist	MC4R barr agon	H9c2 protect	ABCB6 inh 2
14	0	0	-1.4	-7	107
17	3	1	0.3	-13	88
21	3	3	-1.3	0	100
23	11	-3	1.5	-3	98
